Screening results from PubChem BioAssay.
S3 lipid droplet – qHTS Assay for Lipid Storage Modulators in Drosophila S3 Cells; lipid storage change, negative = inhibition, % at the top dose, mostly 46.1 µM; hits show Potency in µM; 320,000 tested, 0.64% active; Drosophila S3 cells, BODIPY lipid droplet fluorescence, 18-24 h; cells fed with added oleic acid; active = well fitted inhibition curve with a large enough effect in the signal ratio, with a control signal flat, not every such curve was filed as active; inconclusive = small, poorly fitted or top-dose-only effect, or effect the other way, or a change in a side signal; the % refers to the signal ratio
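Drosophila S3 cells got compounds at several concentrations plus oleic acid (400 uM solution). Laser-scanning cytometry with 488 nm excitation read lipid droplets at 500-530 nm and cells at 575-640 nm. Percent activity was relative to 20 uM Triacsin C.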
S3 lipid droplet cell count max – further read-out of S3 lipid droplet, marked with its call; cell number change, %; measured here: cell count max response;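 cells counted by Cell Tracker Red CMTPX staining in the red channel; peak over a dose series mostly up to 46.1 µM; percent activity relative to internal control wells on each plate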
Active calls of the source: *; i = inactive; ? = inconclusive; . = no result given; [ ] = remark or other dose. % is set by controls: 0 for no effect and ±100 for the full control effect; potency is the fitted concentration of half-maximal effect. This is a subset; the hit share may differ from the screen's.

Molecule	S3 lipid droplet	S3 lipid droplet cell count max
CCSCCOC(=O)C1=C(C)NC(=O)NC1c1ccc2c(c1)OCO2 (centres undefined)	?	.
CCC(C)NCCOc1ccc(C(C)(C)c2ccccc2)cc1 (centres undefined)	?	.
CC1CCCCC12NC(=O)N(CC(=O)Nc1ccc(S(=O)(=O)Nc3ncccn3)cc1)C2=O (centres undefined)	0.4%	18.9
CN(CC(=O)Nc1ccc(Cl)c(Cl)c1)C(=O)CNC(=O)C1CCCCC1	i	-8.5
CS(=O)(=O)c1nc(S(=O)(=O)c2ccc(Cl)cc2)c(N2CCCCC2)s1	?	.
COc1ccc(OC)c(C(=O)NC(CC(N)=O)c2ccc(NCCOc3ccccc3)c([N+](=O)[O-])c2)c1 (centres undefined)	12.0%	20.7
CNS(=O)(=O)c1ccc(C(=O)NCC(=O)NC(C)c2cccs2)cc1 (centres undefined)	?	.
O=C(COC(=O)/C=C/c1ccco1)NCc1ccccc1Cl	18.7%	.

In a second layout: 6 of the compounds above.
S3 lipid droplet	S3 lipid droplet cell count max	compound
?	.	CCSCCOC(=O)C1=C(C)NC(=O)NC1c1ccc2c(c1)OCO2 (centres undefined)
?	.	CCC(C)NCCOc1ccc(C(C)(C)c2ccccc2)cc1 (centres undefined)
0.4%	18.9	CC1CCCCC12NC(=O)N(CC(=O)Nc1ccc(S(=O)(=O)Nc3ncccn3)cc1)C2=O (centres undefined)
i	-8.5	CN(CC(=O)Nc1ccc(Cl)c(Cl)c1)C(=O)CNC(=O)C1CCCCC1
?	.	CS(=O)(=O)c1nc(S(=O)(=O)c2ccc(Cl)cc2)c(N2CCCCC2)s1
12.0%	20.7	COc1ccc(OC)c(C(=O)NC(CC(N)=O)c2ccc(NCCOc3ccccc3)c([N+](=O)[O-])c2)c1 (centres undefined)

(continued)
Molecule	S3 lipid droplet	S3 lipid droplet cell count max
CNc1sc(C(=O)c2cccs2)c(N)c1-c1nc2ccccc2s1	?	.
Cc1ccc(S(=O)(=O)N2CCC(C(=O)NCC3CCCCC3)CC2)cc1	?	.
CCOC(=O)C1CCCN(c2c(C(=O)c3ccccc3)cnc3ccccc23)C1 (centres undefined)	-0.1%	2.8
CC(C)C(=O)NNC(=O)CSc1ncnc2c1cnn2-c1ccccc1Cl	-17.3%	-11.9
CN(CC(=O)Nc1ccc(OC(F)(F)F)cc1)C(=O)c1ccc(N2CCCC2=O)cc1	?	.
CCOC(=O)C1=C(C)N(Cc2ccc(C(=O)O)cc2)C(=O)NC1c1ccc([N+](=O)[O-])cc1 (centres undefined)	?	.
CCn1cc(C(=O)NCc2ccccn2)c(=O)c2cc(F)c(N3CCN(C)CC3)cc21	?	.
NS(=O)(=O)c1ccc(NC(=S)NNC(=O)c2ccc(Br)o2)cc1	?	.

Going on with the list.
Molecule	S3 lipid droplet	S3 lipid droplet cell count max
CC(C)CNC(C(=O)Nc1ccc([N+](=O)[O-])cc1Br)c1ccccc1 (centres undefined)	-4.9%	-1.4
COc1ccc(/C(C)=N\NC(=O)c2ccc3c(c2)OCO3)cc1OC	-0.2%	3.4
COc1cc(OC)cc(-c2c(-c3cccs3)c3cc(-c4ccc5[nH]ccc5c4)ccc3n2C)c1	?	.
O=C1CCC/C(=N/NC(=O)c2cc(NS(=O)(=O)c3cccs3)cc(NS(=O)(=O)c3cccs3)c2)C1	?	.
CCOC(=O)CN/C=C(\C#N)c1ccc(F)cc1	?	.
COc1ccc(Cl)cc1NC(=O)CCn1c(=O)oc2ccccc21	-13.1%	.
CC1CCC(C(C)C)C(=O)/C1=C\c1ccc(NC(=O)CCC(=O)O)cc1 (centres undefined)	-3.3%	-11.9
CN(C(=O)NC(=O)C1=C(N2CCOCC2)/C(=C/c2ccccc2)CC1)S(C)(=O)=O	7.1%	8.8

Next section.
Molecule	S3 lipid droplet	S3 lipid droplet cell count max
CCOC(=O)CSC1=C(C#N)C(c2ccc(Cl)cc2)C(C(=O)OC)C(=O)N1 (centres undefined)	i	1.7
COc1ccccc1NC(=O)COc1ccc(CO)cc1Cl	?	.
CCCCOc1ccc(/C(O)=C(\C#N)c2nc3ccccc3[nH]2)cc1	?	.
Fc1ccccc1-c1nnc2c3ccccc3nc(N3CCOCC3)n12	?	.
CC(=O)c1ccc(NC(=S)N2CCC(Cc3ccccc3)CC2)cc1	-2.7%	-2.6
Nc1nc(/C=C/c2ccc(F)cc2)nc(-c2ccccc2O)n1	12.6%	-18.0
O=C(NCc1ccccc1)N1CCn2c(nc3ccccc32)C1	1.5%	14.9
Cc1nn(C)cc1CNC(=O)C1C2CCC(O2)C1C(=O)O (centres undefined)	-1.6%	-14.5

Next part.
Molecule	S3 lipid droplet	S3 lipid droplet cell count max
CCCC(=O)Nc1cc(=O)n(C)c(=O)n1C	?	.
O=C(Nc1cccc(S(=O)(=O)N2CCOCC2)c1)c1cnccn1	?	.
O=C(NCCO)C(F)(F)C(F)(F)C(F)(F)OC(F)(C(=O)NCCO)C(F)(F)F (centres undefined)	?	.
C=CCn1cccc(C(=O)Nc2ccc(F)cc2)c1=O	?	.
COc1cc(C2CC(=O)c3cnc(NC(C)=O)nc3C2)cc(OC)c1OC (centres undefined)	7.5%	7.7
CC(OC(=O)c1ccc2c(=O)n3c(nc2c1)CCC3)C(=O)NC1CCCCC1C (centres undefined)	?	.
C/C(=N\OCC(=O)OCC(=O)NC(=O)c1ccc(OC(F)F)cc1)c1ccc2c(c1)OCO2	?	.
C=CCc1cc(/C=C2/NC(=O)N(CC)C2=O)cc(OCC)c1OCc1ccc(C(=O)O)cc1	?	.

Record cards, from the list above. Order of screens: S3 lipid droplet, S3 lipid droplet cell count max
CCCCOc1ccc(/C(O)=C(\C#N)c2nc3ccccc3[nH]2)cc1 as listed: ?, .
CC1CCC(C(C)C)C(=O)/C1=C\c1ccc(NC(=O)CCC(=O)O)cc1 (centres undefined) as listed: -3.3%, -11.9

Other records
Molecule	S3 lipid droplet	S3 lipid droplet cell count max
COc1ccc(-c2nnn(CC(=O)N3CCN(c4ccccc4OC)CC3)n2)cc1OC	-5.9%[9.22 µM]	-0.6
Cc1cc(/C=C(\C#N)C(=O)NC2CC2)c(C)[nH]1	?	.
O=C(C1CCCCC1)N1CCC(c2nc3ccccc3[nH]2)CC1	?	.
O=C1C(=O)N(CCN2CCOCC2)C(c2cccc(Cl)c2)/C1=C(/O)c1ccc2c(c1)OCO2 (centres undefined)	?	.
Cc1ccc(S(=O)(=O)Nc2ccc3c(c2)nc(CN2CCCC2)n3C)cc1	?	.
CC(C)c1ccc(NS(=O)(=O)c2cn(C)c(=O)n(C)c2=O)cc1	?	.
COc1ccc(-c2cnc(OC(C)(C)C)nc2OC(C)(C)C)cc1OC	?	.
COC(=O)C(C)Oc1ccc2c(c1)O/C(=C\c1ccco1)C2=O (centres undefined)	18.5%	-2.7

Following part
Molecule	S3 lipid droplet	S3 lipid droplet cell count max
COc1ccc(-c2csc(Nc3ccc(S(N)(=O)=O)cc3)n2)cc1OC	4.1%	2.6
COc1ccccc1N1CCN(S(=O)(=O)c2c(C)[nH]c(=O)[nH]c2=O)CC1	?	.
CN1CCN(C(=O)C2CC(c3ccc(F)cc3)=NO2)CC1 (centres undefined)	0.3%	3.1
NC(N)=NC(=O)c1nc(Cl)c(N2CCCCCC2)nc1N	5.5%	3.6
CC1CCCCC1NS(=O)(=O)CCNC(=O)c1ccc2c(c1)OCO2 (centres undefined)	?	.
COc1ccc(C2C(C(=O)N3CCOCC3)CCC(=O)N2c2ccc(OC)cc2)cc1 (centres undefined)	?	.
COc1ccc(N2CCN(C(=O)CCc3ccccc3)CC2)cc1	10.1%	6.7
CCOc1ccccc1NC(=O)c1ccc(CN2CCc3ccccc3C2)cc1	?	.

Going on with the list:
Molecule	S3 lipid droplet	S3 lipid droplet cell count max
CCN(CC)S(=O)(=O)c1cc(NC(=O)COC(=O)CCC(=O)c2ccc(F)cc2)ccc1C	17.2%	22.3
O=C(COC(=O)c1ccc(S(=O)(=O)NCc2ccco2)cc1)Nc1ncc(Cl)cc1Cl	?	.
Cc1ccc(-n2c(C)nc3oc4ccccc4c(=O)c3c2=O)cc1	?	.
Cc1ccc(NC(=O)CC2S/C(=N/N=C3\CCCc4ccccc43)NC2=O)cc1 (centres undefined)	?	.
Cc1ccc(N2CC(C(=O)NCCS(=O)(=O)N3CCN(c4ccccc4F)CC3)CC2=O)cc1 (centres undefined)	i	1.0
CC(C)OC(=O)NCCOC(=O)Nc1ccc(Cl)c(Cl)c1	-14.6%	0.2
COc1cc(NC(=S)N2CCCC(CO)C2)cc(OC)c1 (centres undefined)	?	.
Cc1c(C(=O)NCCSCc2c(F)cccc2Cl)cnn1-c1ccc(Cl)cc1	?	.

More records follow:
Molecule	S3 lipid droplet	S3 lipid droplet cell count max
CCOc1ccc(Br)cc1S(=O)(=O)NC1CCCC1	21.2%	-13.2
O=C(Nc1nnc(-c2ccncc2)o1)c1ccc2ccccc2c1	-7.3%	6.2
Cc1[nH]c(=O)[nH]c(=O)c1S(=O)(=O)N1CCN(c2cccc(Cl)c2)CC1	?	.
CC(C)CCNC(=O)C(NS(=O)(=O)c1ccc2c(c1)c(=O)n(C)c(=O)n2C)c1ccccc1 (centres undefined)	?	.
COc1ccc(OC)c(NC(=O)CSc2nnc3ccc(-c4ccccn4)nn23)c1	-1.1%[0.0737 µM]	17.5
CC(=O)c1ccccc1OCCCN1CCCCC1	?	.
Cc1oc2c(CN3CCCCC3C)c(O)ccc2c(=O)c1-c1ccc(Br)cc1 (centres undefined)	i	14.1
N#Cc1c(C(F)(F)F)cc(-c2cccc(Cl)c2)[nH]c1=O	?	.

Next part.
Molecule	S3 lipid droplet	S3 lipid droplet cell count max
OC(COc1ccc(Br)cc1)Cn1ccnc1 (centres undefined)	?	.
C/C(=N/NC(=O)Cc1cccc2ccccc12)c1cccs1	-5.4%	-14.2
O=C(NNc1ccc(Cl)cc1)c1sccc1Cl	?	.
CNc1ccc(/C=C(\C#N)C(=O)Nc2ccccn2)cc1[N+](=O)[O-]	?	.
CC(C)C[C@@H]1NC(=O)N(CCCn2ccnc2)C1=O	?	.
O=c1c2c(n3nnnc3n1Cc1ccccc1)-c1ccccc1CC21CCCC1	7.7%	9.6
COc1ccc(NC(=O)CN(C)C(=O)CN2C(=O)NC3(CCCC3)C2=O)cc1	?	.
Cc1ccc(NC(=O)O/N=C/c2ccc(Br)cc2)cc1	?	.

Next part
Molecule	S3 lipid droplet	S3 lipid droplet cell count max
COc1ccc(N2CCN(C(=O)CCCSc3nc4ccccc4[nH]3)CC2)cc1	-10.3%	15.0
COC(=O)C(C)Sc1nnc(Cc2cc(=O)[nH]c(=O)[nH]2)n1-c1cccc(OC)c1 (centres undefined)	?	.
COc1cc([C@H]2[C@@H]3CCCC[C@]3(O)CCN2Cc2ccccc2F)ccc1O	9.6%	-21.9
CN(C)Cc1c(O)ccc2occ(C(=O)c3ccccc3)c12	?	.
CCCOc1ncnc2c1[nH]c1ccccc12	?	.
CCCCN(CC)CCNC(=O)c1cc2c(=O)n(C)c3ccccc3c2s1	i	12.9
Oc1ccccc1C=NCC(O)c1ccccc1 (centres undefined)	?	.
CCOc1ccc(CCNC(=O)COC(=O)c2cccc(N(C)C)c2)cc1OCC	?	.

The listing continues.
Molecule	S3 lipid droplet	S3 lipid droplet cell count max
CN(C)/C=N/c1sc2c(c1C#N)CCC2	16.2%	-11.3
N/C(=N\OC(=O)CCc1ccccc1)c1cccc(Br)c1	?	.
CCOC(=O)C1CCN(C(=O)CCCn2c(=O)c3cccn3c3cccnc32)CC1	i	.
COc1ccc(CC2(CO)CCN(Cc3cnn(C)c3)CC2)cc1	-4.7%	14.1
COc1ccc(C(=O)Nc2nnc(SCC(=O)NC3CC3)s2)cc1	?	.
CCOC(=O)Cc1csc(NC(=O)CN2CCN(CC)CC2)n1	?	.
CCN(CC)c1nc2ccccc2c(N)c1-c1ccccc1	20.4%	-5.1
CC(C)c1ccc(N(CC(=O)NCCc2ccccc2)C(=O)c2csnn2)cc1	i	17.4

Next section
Molecule	S3 lipid droplet	S3 lipid droplet cell count max
C=CCn1c(NC(=O)CC)c(C(=O)OCC)sc1=S	?	.
CCCn1cc(SCC(=O)NC2CCCC2)c2ccccc21	15.5%	8.0
O=C1CS/C(=N\N=C\c2ccco2)N1c1ccccc1	?	.
CN(C(=O)CSc1nnc(-c2ccco2)n1N)C1CCCCC1	?	.
O=C(NCCc1ccccc1)c1ccccc1F	-0.2%	12.1
NS(=O)(=O)c1cc(C(=O)O)cc(N2CCCC2)c1Oc1ccccc1	-3.9%	-14.6
CN1CCCN(C(=O)c2ccccc2Cl)CC1	-22.4%	-6.6
O=C(CSc1nc(O)c(Cc2ccccc2)c(=O)[nH]1)N1CCOCC1	-4.0%	.

Other results:
Molecule	S3 lipid droplet	S3 lipid droplet cell count max
COc1cc(/C=C/C(=O)N2CCCC2)cc(OC)c1OC	?	.
Cn1cnc(S(=O)(=O)N2CCc3ccccc32)c1	?	.
O=C(O)CC1(CC(=O)Nc2cccc(C(F)(F)F)c2)CCCC1	?	.
O=C1OCc2ccc(NS(=O)(=O)c3ccc(C(F)(F)F)cc3)cc21	?	.
CN(C)CCCN(C(=O)CCS(=O)(=O)c1ccccc1)c1nc2cc3c(cc2s1)OCO3	?	.
CC(C)(C)OC(=O)N1C[C@H](O)C[C@H]1C(=O)OCC(=O)c1ccc([N+](=O)[O-])cc1	-17.9%	.
COC(=O)c1ccc(COc2cccc(C)c2C)cc1	?	.
O=C(Cc1c[nH]c2ccccc12)Nc1ccc(N2CCOCC2)cc1	?	.
